S1P2 ag = agonists of human S1P2 receptor; AID 729; activation, % at 4.5 µM; S1P2-expressing cell line, agonist reporter read-out; 97,000 tested, 0.46% active; O95136; in the data active = activation above about 16%;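 also: 0% = vehicle low control and 100% = maximal reference agonist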
PostGolgi ctrl = inhibits growth of the yeast control strain; 98,000 tested, 5% active; inhibition, % at 10 µM; efflux-deficient yeast background strain, growth absorbance A615, 16 h; in the data active = inhibition above about 30%
sEH activator = soluble epoxide hydrolase (human) activation. P34913. purified human sEH enzymatic activity, activator screen. activation, % at 2 µM. 91,000 tested, 0.04% active. AID 717; in the data active = activation above about 37%; also: values of inactives mirror those of a sister screen read the other way
Lung fibro prol = blocks proliferation of human lung fibroblasts; LL 47 human lung fibroblast viability, ATP luminescence; hits give low values; viability, % at 10 µM; 85,000 tested, 1.1% active;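 active = viability at or below 50% in the single dose screen; inactive = viability above 50%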;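 also: compound exposure lasted 72 h before the ATP readout; 100% = median luminescence of untreated cell-only wells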
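test system = LL 47 human lung fibroblasts | amount = 1,150 fibroblasts seeded per well | medium = 15% FBS in IMEM | times = overnight cell rest, 72 h compound treatment at 37 °C | measured by = CellTiter-Glo luminescence measuring cellular ATP | read-out = viability percentage against median untreated-cell control | benchmarks = cell-only wells, no compound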
PTPN22 act = LYP (human) phosphatase activation; activation, % at 2 µM; 96,000 tested, 0.11% active; recombinant LYP, DiFMUP fluorescence; 0 = plate median, 100 = signal doubled; Q9Y2R2; AID 697;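 active = activation at 2 µM above a set limit, the mean plus 5 SD, cut at about 37% in these data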
Target sequence (Q9Y2R2 whole entry, looked up): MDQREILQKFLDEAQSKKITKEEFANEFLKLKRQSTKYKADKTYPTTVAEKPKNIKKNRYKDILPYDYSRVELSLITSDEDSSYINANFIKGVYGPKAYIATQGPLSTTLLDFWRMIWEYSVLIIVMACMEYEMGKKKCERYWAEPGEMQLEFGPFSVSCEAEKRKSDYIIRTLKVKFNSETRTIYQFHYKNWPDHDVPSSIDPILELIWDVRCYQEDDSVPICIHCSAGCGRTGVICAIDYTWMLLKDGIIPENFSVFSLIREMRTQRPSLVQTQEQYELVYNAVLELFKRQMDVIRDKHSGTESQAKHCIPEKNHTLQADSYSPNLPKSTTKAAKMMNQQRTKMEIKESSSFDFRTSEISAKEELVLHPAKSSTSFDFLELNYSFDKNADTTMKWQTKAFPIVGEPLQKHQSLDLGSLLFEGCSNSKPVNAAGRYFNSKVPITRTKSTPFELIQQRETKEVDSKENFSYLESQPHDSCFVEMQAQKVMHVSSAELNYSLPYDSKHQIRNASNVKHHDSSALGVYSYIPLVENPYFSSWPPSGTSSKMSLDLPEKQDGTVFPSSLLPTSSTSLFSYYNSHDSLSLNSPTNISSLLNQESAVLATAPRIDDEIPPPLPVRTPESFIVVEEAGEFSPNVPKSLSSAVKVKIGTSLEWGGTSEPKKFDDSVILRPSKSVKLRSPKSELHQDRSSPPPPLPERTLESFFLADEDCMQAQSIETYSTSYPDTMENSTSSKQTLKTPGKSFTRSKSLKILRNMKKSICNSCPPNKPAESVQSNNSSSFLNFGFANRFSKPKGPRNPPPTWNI
H69AR inhibit = blocks growth of human H69AR lung tumor cells; 85,000 tested, 6% active; viability, % at 10 µM; H69AR lung tumor viability, ATP luminescence, 72 h; hits give low values;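 active = viability at or below 40%; inactive = viability above 40%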;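 also: multidrug resistant small cell line overexpressing MRP-1 efflux transporter; 100% = mean luminescence of untreated control wells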
S1P2 antag = antagonists of human S1P2 receptor. inhibition, % at 5 µM. AID 736. 97,000 tested, 0.21% active. O95136. cell-based S1P2 antagonist assay, inhibition at 5 uM; in the data active = inhibition above about 45%;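 also: CRE beta-lactamase reporter cells expressing human S1P2 stimulated with S1P; 0% = agonist at EC80 alone and 100% = agonist plus reference antagonist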
HUVEC prolif 384 = inhibitors of human endothelial cell proliferation | HUVEC proliferation, CellTiter-Glo luminescence, 72 h; hits give low values | viability, % at 10 µM (by protocol) | 86,000 tested, 1.1% active;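 active = viability at or below 30%; inactive = viability above 30%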;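 also: 100% = median luminescence of DMSO-only cell control wells on each plate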
sEH inhibitor = blocks human soluble epoxide hydrolase activity; 91,000 tested, 0.34% active; AID 707; inhibition, % at 2 µM; recombinant human sEH enzymatic activity assay; P34913; in the data active = inhibition above about 80%; also: values of inactives mirror those of a sister screen read the other way; many of its hits are not listed in these tables
* = called active by the depositor; . = no result given.

The opening 2 entries, ahead of the listing:
SMILES | S1P2 ag | PostGolgi ctrl | sEH activator | Lung fibro prol | PTPN22 act | H69AR inhibit | S1P2 antag | HUVEC prolif 384 | sEH inhibitor
COc1ccc(/C=N/N2CCN(C)CC2)cc1OC | -10 | 9 | 8 | . | -7 | . | 4 | . | -4
Cc1csc(NC(=O)CNC(=O)OCc2ccccc2)n1 | -3 | 1 | 2 | 96 | -7 | 98 | 3 | 93 | 0

All compounds of this part, previewed entries included:
SMILES | S1P2 ag | PostGolgi ctrl | sEH activator | Lung fibro prol | PTPN22 act | H69AR inhibit | S1P2 antag | HUVEC prolif 384 | sEH inhibitor
COc1ccc(/C=N/N2CCN(C)CC2)cc1OC | -10 | 9 | 8 | . | -7 | . | 4 | . | -4
Cc1csc(NC(=O)CNC(=O)OCc2ccccc2)n1 | -3 | 1 | 2 | 96 | -7 | 98 | 3 | 93 | 0
O=C(COc1ncnc2sccc12)Nc1ccc2c(c1)OCCO2 | -6 | 1 | -2 | 94 | 16 | 96 | 5 | 92 | 1
S=C1N(c2ccccc2)C(c2ccccc2)N2CCCN12 (configuration not stated) | -6 | 5 | -12 | 97 | -10 | 84 | 5 | 95 | 15
CC(C)OC(=O)c1cc2c(ccn2C)n1CC(=O)N1CCC(Cc2ccccc2)CC1 | -5 | 25 | 1 | 98 | -7 | 42 | 4 | 88 | 0
CCCC(=O)C1=C(O)C(C(=O)OC)C(C)(C)CC1=NC(C)(C)C (configuration not stated) | -3 | 18 | 17 | 98 | 3 | 64 | -23 | 106 | -20
CC1(C)C(N(O)C(=O)Nc2ccc(Cl)cc2)N(c2ccc(Cl)cc2)C(=O)N1CC(=O)NN (configuration not stated) | -6 | 8 | -16 | 99 | -6 | 93 | -6 | 91 | 15
COc1ccccc1CNC(=O)c1csc(Cc2ccc(Cl)cc2)n1 | -1 | 56* | 11 | . | 4 | . | -3 | . | -8
CC(C)C(=O)NCCc1nc2ccccc2n1C | -4 | 1 | 7 | 103 | -10 | 87 | -7 | 92 | -6
Cn1c(-c2ccc(C=O)s2)nc2c3ccccc3c3ccccc3c21 | -1 | 0 | 9 | 89 | -16 | 18* | -22 | 60 | -10
C=CCNC(=O)CSc1nnc(-c2ccncc2)n1CCc1ccccc1 | -4 | . | 12 | 110 | 5 | 53 | -31 | 98 | -8
O=C(CSc1n[nH]c(-c2ccncc2)n1)NCCc1ccccc1 | -2 | -2 | 11 | 102 | 7 | 85 | 10 | 92 | -8
C=CCNC(=O)c1ccccc1Cl | -5 | -5 | -2 | . | -6 | . | 19 | . | 0
C=CCn1c(SCC(=O)NCc2ccccc2)nnc1C1CCCCC1 | -5 | 4 | 15 | 100 | -8 | 95 | -9 | 103 | -14
CN(CCOC(=O)c1ccco1)Cc1ccccc1 | -5 | -4 | 4 | 102 | -7 | 102 | -11 | 99 | -7
CN1CCN(C(=O)c2cnn3c(C(F)F)cc(C4CC4)nc23)CC1 | -4 | -3 | 10 | 99 | 5 | 97 | -1 | 91 | -8
CCN1/C(=C/C(C)=O)Sc2ccc(OC)cc21 | -6 | 25 | 2 | 90 | 6 | 90 | -6 | 81 | -2
Cc1ccc(C)c(OCCOCCN2CCOCC2)c1 | -5 | -1 | 5 | 112 | -9 | 102 | 20 | 114 | -4
O=C(O)CCC(=O)Nc1ccc(N2CCCCC2)c(C(=O)O)c1 | -1 | . | -6 | 107 | -4 | 97 | -4 | 99 | 8
N#Cc1ccc(COC(=O)Cn2nnc(-c3ccccc3)n2)cc1 | -2 | 2 | 15 | 98 | -12 | 102 | -4 | 90 | -16
CC(c1nc2ccccc2c(=O)[nH]1)N1CCN(C)CC1 (configuration not stated) | -2 | 10 | -7 | 100 | -3 | 88 | -7 | 106 | 10
COc1ccc(Cl)cc1C(=O)n1nc(C)cc1C | -3 | 3 | 5 | 112 | -4 | 87 | -27 | 50 | -4
CC(C)Cc1nnc(NC(=O)CCC(=O)Nc2ccc(F)cc2)s1 | -2 | 5 | 5 | 112 | -2 | 84 | 16 | 96 | -5
COc1ccc(-c2noc(CN(C)S(=O)(=O)c3ccc(C)cc3)n2)cc1 | -3 | 26 | 4 | 104 | 7 | 70 | -26 | 105 | -4
COc1ccccc1OCC(O)Cn1c(=N)n(CCN2CCCCC2)c2ccccc21 (configuration not stated) | -3 | -1 | 0 | 77 | -4 | 97 | -12 | 72 | -3
COc1ccc(NC(=O)CCn2nc(C)cc2C)cc1 | . | 15 | . | 102 | . | 103 | . | 95 | .
Cc1ccc(Cl)cc1NS(=O)(=O)c1c(C)[nH]c(=O)[nH]c1=O | -1 | 3 | . | 103 | -4 | 98 | 3 | 95 | .
COc1ccc(CNCC(O)(c2ccc(Cl)cc2)c2ccc(Cl)cc2)cc1OC | -2 | 9 | 0 | . | 0 | . | 19 | . | 1
CCCCc1c(C)c2ccc(OC)c(/C(C)=N\O)c2oc1=O | -12 | 10 | -1 | 104 | 6 | 55 | 17 | 101 | 1
Cc1ccc(NC(=O)c2snc3c(=O)[nH]cnc23)cc1C | -3 | -7 | 5 | . | 0 | . | -14 | . | -5
CC1(C)CC(N(Cc2ccco2)C(=O)Cc2ccccc2)CCO1 (configuration not stated) | -2 | 8 | -5 | 104 | -2 | 94 | -3 | 96 | 8
CCn1cc(CNC(=O)CCc2ccc(OC)cc2)cn1 | -3 | -6 | -13 | 101 | -2 | 84 | 13 | 90 | 11
COC(=O)C1=C(C)NC2=C(C(=O)C(C(=O)OC)C(c3ccc(OC)cc3)C2)C1c1ccccn1 (configuration not stated) | -5 | 1 | 6 | . | 5 | . | 26 | . | -5
CCOC(=O)C1CCN(C(=O)CCS(=O)(=O)c2ccc3c(c2)CCN3C(C)=O)CC1 | -2 | -2 | 23 | 92 | -5 | 99 | -11 | 97 | -28
Cn1c(CSCc2ccccc2Cl)nnc1SCC(=O)Nc1nccs1 | -3 | 8 | -1 | 103 | 1 | 79 | 11 | 89 | 4
NC(=O)c1c(NC(=O)Cc2cccs2)sc2c1CCC2 | -4 | 20 | -10 | 105 | 0 | 73 | -17 | 98 | 9
Cc1ccc(OCC(O)CN2CCN(c3ccccc3)CC2)cc1 (configuration not stated) | -2 | 21 | . | 97 | 3 | 87 | 2 | 94 | .
CCOc1ccc(CN(C(=O)c2ccco2)C2CCS(=O)(=O)C2)cc1 (configuration not stated) | -3 | 0 | 12 | 98 | 5 | 98 | 4 | 97 | -15
CC(=O)Nc1nonc1-c1nc2ccccc2n1N(C(C)=O)C(C)=O | -2 | -9 | 2 | 97 | 17 | 101 | -11 | 80 | -2
COc1ccc2[nH]c(=O)c(CN(C(=O)c3ccncc3)C(C)C)cc2c1 | -4 | 10 | -1 | 101 | -11 | 108 | 14 | 100 | 3
COc1cccc(Nc2nc(N)nc(-c3oc4ccccc4c3C)n2)c1 | -4 | 77* | 4 | 65 | 6 | 17* | -10 | 38 | -1
CCOC(=O)c1cnc(-c2ccccc2)nc1Oc1ccc(C)cc1 | -2 | 4 | 6 | . | 2 | . | 8 | . | -5
CCOC(=O)N1CCN(C(=O)COc2cc(=O)n(C)c3ccccc23)CC1 | 1 | 11 | -8 | 101 | 9 | 85 | -1 | 102 | 10
CC(NC(=O)COc1ccc(Br)cc1)C(=O)O (configuration not stated) | -3 | 8 | -5 | 98 | -12 | 91 | 7 | 101 | 3
COc1ccc(OC)c(NC(=O)CCC(=O)Nc2nnc(C(F)(F)F)s2)c1 | -4 | 2 | -2 | 92 | 0 | 90 | 1 | 93 | 5
Cc1ccc(S(=O)(=O)/C(C#N)=C/c2c(N3CCOCC3)nc3ccccn3c2=O)cc1 | -5 | -2 | 2 | 98 | -10 | 89 | -10 | 93 | -3
CC1CCCC(NC(=O)COC(=O)COc2ccc(Cl)cc2)C1C (configuration not stated) | -8 | -5 | -30 | . | 5 | . | 11 | . | 32
Cc1nn(C(=O)CN2C(=O)c3ccccc3C2=O)c(C)c1Br | -5 | 5 | -16 | 102 | -6 | 101 | 13 | 101 | 15
CCc1ccccc1NC(=O)c1nnn(CC(=O)Nc2ccccc2C)c1N | -1 | -2 | -12 | 97 | 1 | 92 | 12 | 96 | 9
COc1ccc(/C=C\c2onc(C)c2S(=O)(=O)N2CCC(C(=O)NCCC(C)C)CC2)cc1 | -2 | -3 | -28 | 72 | -5 | 69 | -7 | 59 | 27
N#Cc1ccsc1NC(=O)COC(=O)CCCSc1nc2ccccc2s1 | -6 | 6 | . | 97 | -8 | 87 | -46 | 101 | .
Cc1ccc(-c2cc(C(F)F)n3ncc(C(=O)Nc4c(C)nn(Cc5c(Cl)cccc5Cl)c4C)c3n2)cc1 | -10 | 7 | 1 | . | -5 | . | 11 | . | 2
CCOC(=O)c1cnc(SCC(=O)N2CCN(c3ccccc3)CC2)nc1N | -5 | 23 | -6 | 95 | -12 | 71 | 1 | 91 | 8
CC(=O)C1=C(C)NC(SCC(=O)c2ccc(Cl)cc2)=C(C#N)C1c1ccco1 (configuration not stated) | -2 | 26 | 0 | . | 2 | 29* | 16 | 63 | 4
COc1ccccc1CC(=O)NC1CC(C)(C)NC(C)(C)C1 | -6 | 7 | -8 | 100 | 1 | 92 | -2 | 94 | 7
Cc1cc2ccccc2n1CCNC(=O)c1ccccc1 | -3 | 9 | 0 | 94 | -1 | 90 | 2 | 93 | 1
Cc1ccc(C(=O)NNC(=O)Cc2ccccc2)cc1 | -6 | 19 | -14 | 105 | 10 | 91 | 3 | 106 | 12
CC(C)OC(=O)Cn1c(=O)sc2ccccc21 | . | 3 | . | 94 | . | 91 | . | 86 | .
CCN1CCN(CCCNC(=O)c2cn(CCOC)c(=O)c3c2c2ccccc2n3C)CC1 | -1 | 2 | 8 | 95 | -7 | 93 | 26 | 99 | -14

Quoted from the entries so far for reference:
SMILES | S1P2 ag | PostGolgi ctrl | sEH activator | Lung fibro prol | PTPN22 act | H69AR inhibit | S1P2 antag | HUVEC prolif 384 | sEH inhibitor
CCOC(=O)N1CCN(C(=O)COc2cc(=O)n(C)c3ccccc23)CC1 | 1 | 11 | -8 | 101 | 9 | 85 | -1 | 102 | 10
CC(NC(=O)COc1ccc(Br)cc1)C(=O)O (configuration not stated) | -3 | 8 | -5 | 98 | -12 | 91 | 7 | 101 | 3
COc1ccc(OC)c(NC(=O)CCC(=O)Nc2nnc(C(F)(F)F)s2)c1 | -4 | 2 | -2 | 92 | 0 | 90 | 1 | 93 | 5
Cc1ccc(S(=O)(=O)/C(C#N)=C/c2c(N3CCOCC3)nc3ccccn3c2=O)cc1 | -5 | -2 | 2 | 98 | -10 | 89 | -10 | 93 | -3
CC1CCCC(NC(=O)COC(=O)COc2ccc(Cl)cc2)C1C (configuration not stated) | -8 | -5 | -30 | . | 5 | . | 11 | . | 32
Cc1nn(C(=O)CN2C(=O)c3ccccc3C2=O)c(C)c1Br | -5 | 5 | -16 | 102 | -6 | 101 | 13 | 101 | 15
CCc1ccccc1NC(=O)c1nnn(CC(=O)Nc2ccccc2C)c1N | -1 | -2 | -12 | 97 | 1 | 92 | 12 | 96 | 9
COc1ccc(/C=C\c2onc(C)c2S(=O)(=O)N2CCC(C(=O)NCCC(C)C)CC2)cc1 | -2 | -3 | -28 | 72 | -5 | 69 | -7 | 59 | 27
N#Cc1ccsc1NC(=O)COC(=O)CCCSc1nc2ccccc2s1 | -6 | 6 | . | 97 | -8 | 87 | -46 | 101 | .
Cc1ccc(-c2cc(C(F)F)n3ncc(C(=O)Nc4c(C)nn(Cc5c(Cl)cccc5Cl)c4C)c3n2)cc1 | -10 | 7 | 1 | . | -5 | . | 11 | . | 2
CCOC(=O)c1cnc(SCC(=O)N2CCN(c3ccccc3)CC2)nc1N | -5 | 23 | -6 | 95 | -12 | 71 | 1 | 91 | 8
CC(=O)C1=C(C)NC(SCC(=O)c2ccc(Cl)cc2)=C(C#N)C1c1ccco1 (configuration not stated) | -2 | 26 | 0 | . | 2 | 29* | 16 | 63 | 4
COc1ccccc1CC(=O)NC1CC(C)(C)NC(C)(C)C1 | -6 | 7 | -8 | 100 | 1 | 92 | -2 | 94 | 7
Cc1cc2ccccc2n1CCNC(=O)c1ccccc1 | -3 | 9 | 0 | 94 | -1 | 90 | 2 | 93 | 1

Compound activity deposited in PubChem BioAssay by several laboratories.

This is a subset; count on the stated rates, not on these rows.
